# Screening data as filed in PubChem BioAssay.
# GPR35 antagonists = GPR35 antagonists blocking zaprinast-driven arrestin recruitment, primary screen, imaging, U2OS, beta-arrestin-GFP, zaprinast agonist (AID 2058); U2OS GPR35 beta-arrestin-GFP translocation imaging, zaprinast antagonism; higher % means a stronger effect; inhibition, % at 10 µM; hits with a dose series show IC50 in µM; 290,000 tested, 0.052% active;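 active = inhibition of at least 50% with at least 30 cells and total cytoplasm GFP at most 10,000,000; inconclusive = under 30 cells or total GFP of 10,000,000 plus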
# GPR55 antagonists = GPR55 antagonists blocking LPI-driven arrestin recruitment, primary screen, imaging, U2OS, beta-arrestin-GFP, LPI agonist (AID 2013) | U2OS GPR55 beta-arrestin-GFP translocation imaging, LPI antagonism; higher % means a stronger effect | inhibition, % at 10 µM, or IC50 in µM where a hit was titrated | 290,000 tested, 0.13% active;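 active = spots per cell inhibited over 60%, with over 100 cells counted and total cytoplasm intensity under 500,000; inconclusive = wells with under 100 cells, flagged as likely toxic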;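 note: U2OS cells stably carrying GPR55 and arrestin-GFP stimulated by 5 µM LPI near EC80; imaged beta-arrestin-GFP aggregate spots per cell after agonist stimulation; plate controls were LPI-stimulated DMSO wells for no effect and DMSO wells without LPI for full effect; some results filed as inactive read as strong as hits; confirmed hits need IC50 under 10 µM and bright autofluorescent wells are also inconclusive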
# HIV fusion peptide = inhibitors of HIV fusion peptide binding, primary screen, biochemical, uHTS, fluorescence dequenching (AID 1986). cell-free peptide binding, fluorescence dequenching, 30 min; higher % means a stronger effect. one-dose inhibition, % at 20 µM; IC50 in µM for titrated hits. 290,000 tested, 0.3% active; in the data active = inhibition mostly above about 52%, no sharp cut-off; inactive = mostly below about 76%; note: some results filed as inactive read as strong as hits
# KOR beta-arrestin-1 = KOR antagonists, beta-arrestin recruitment, cell-based, luminescence, uHTS (AID 1778) | KOR beta-arrestin recruitment, luminescence, antagonist mode; higher % means a stronger effect | inhibition, % at 10 µM, or IC50 in µM where a hit was titrated | 290,000 tested, 0.091% active; note: strong numbers were not always called active
# HEK293 NOD2/NF-kB = NOD2 signaling inhibitors, cell-based, luminescence, uHTS, HEK293 (AID 1566); HEK293 NOD2/NF-kB luciferase reporter, luminescence; higher % means a stronger effect; inhibition, % at 4 µM, or EC50 in µM where a hit was titrated; 290,000 tested, 0.63% active; note: many of its hits are not listed in these tables
# NOD1 inhibition = inhibition of NOD1-driven NF-kB reporter – cell-based, luminescence, uHTS, primary screen (AID 1578). NOD1-driven NF-kB luciferase reporter cells, luminescence; higher % means a stronger effect. one-dose inhibition, % at 4 µM; EC50 in µM for titrated hits. 290,000 tested, 1% active; in the data active = inhibition mostly above about 36%, no sharp cut-off; inactive = mostly below about 34%;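 note: HEK-293T reporter cells stimulated with the NOD1 agonist gamma-tri-DAP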
# Myeloid diff MLP = compounds promoting myeloid differentiation; ER-HoxA9 myeloid progenitors, lysozyme-GFP differentiation, flow cytometry; calls only at 10 µM; 360,000 tested, 1% active; AID 624256;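 active = normalized GFP-positive differentiation at or above the plate's own cutoff, the solvent-only control mean plus 3 SD; inconclusive = no clear call, values can overlap the other calls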;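 note: cells exposed to compound for four days before flow analysis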
# GPR55 activation = GPR55 agonists via beta-arrestin recruitment, primary screen, imaging, U2OS cells, beta-arrestin-GFP redistribution (AID 1961) | U2OS GPR55 beta-arrestin-GFP redistribution imaging; higher % means a stronger effect | one-dose activation, % at 10 µM; EC50 in µM for titrated hits | 290,000 tested, 0.048% active;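 active = activation above 40% with more than 50 cells counted in the well; inconclusive = wells holding fewer than 50 cells, flagged as toxic or sparse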;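 note: U2OS osteosarcoma cells stably expressing GPR55 and beta-arrestin-GFP; plate controls were DMSO negative control for no effect and LPI positive control for full effect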
# KOR beta-arrestin-2 = KOR agonists, beta-arrestin recruitment, primary screen, cell-based, luminescence, uHTS (AID 1777). KOR beta-arrestin recruitment, luminescence; higher % means a stronger effect. activation, % at 10 µM, or EC50 in µM where a hit was titrated. 280,000 tested, 0.02% active; in the data active = activation above about 50%, passing the limit was not always enough; note: a part of the inactive calls stands beside numbers as strong as those of hits
# Myeloid diff MLP GFP+ MAC1+ % = also measured in Myeloid diff MLP; calls as there; GFP+ MAC1+ double positive, %; measured here: differentiation confirmed by MAC1 staining
# * marks the source's active call; other numbers are inactive results; i = inactive; ? = inconclusive; nt = no result given; + = active, no number; [ ] = remark or other dose. Cut-off read from the data, not from the text of the source, unless noted: active = inhibition above about 50%; inactive = the rest. Not all compounds are listed. The share of hits here may be higher or lower than overall.
No.	SMILES	GPR35 antagonists	GPR55 antagonists	HIV fusion peptide	KOR beta-arrestin-1	HEK293 NOD2/NF-kB	NOD1 inhibition	Myeloid diff MLP	Myeloid diff MLP GFP+ MAC1+ %	GPR55 activation	KOR beta-arrestin-2
1	O=C1Nc2ccccc2/C1=C\C(=O)c1ccccc1	0%	-5%	-3.0%	-65%	-7%	-5%	?	nt	0.3%	2.2%
2	CC(=O)Nc1ccc(S(=O)(=O)NCC2CCC(C(=O)NCCc3ccccc3)CC2)cc1 (stereo unspecified)	21%	14%	0.6%	-16%	-4%	-18%	i	1.1	-0.4%	0.0%
3	COc1ccccc1NC(=O)c1ccccc1NC(=O)c1cc(Cl)ccc1NC(=O)c1ccco1	9%	17%	0.0%	-31%	9%	4%	i	0.7	-0.2%	-1.7%
4	COc1ccc(CCNC(=O)CSc2nnc(CNC(=O)c3c(F)cccc3Cl)o2)cc1OC	12%	14%	0.0%	-10%	13%	-10%	i	1.0	0.0%	-1.4%
5	Cc1cc(/C=C(\C#N)C(=O)O)c(C)n1-c1ccc(Br)cc1	-6%	16%	7.0%	10%	-81%	4%	i	0.2	-0.1%	0.8%
6	COc1cc(-c2noc(CCCC(=O)NCc3ccco3)n2)cc(OC)c1OC	-3%	9%	3.3%	3%	6%	-28%	i	1.7	0.1%	-3.9%
7	COc1cc(OC)cc(-c2nc(-c3cccs3)no2)c1	0%	5%	-3.1%	4%	-21%	-17%	i	0.5	-0.5%	1.0%
8	CSCCC(NC(=O)C12CC3CC(CC(C3)C1)C2)C(=O)OCC(=O)c1ccc(C)cc1 (stereo unspecified)	-5%	2%	-2.5%	17%	-2%	-25%	i	0.1	-0.4%	3.2%

# Single entries from above:
# Value for CSCCC(NC(=O)C12CC3CC(CC(C3)C1)C2)C(=O)OCC(=O)c1ccc(C)cc1 (stereo unspecified) in GPR55 antagonists: 2%
# Value for COc1ccc(CCNC(=O)CSc2nnc(CNC(=O)c3c(F)cccc3Cl)o2)cc1OC in GPR55 activation: 0.0%

# New compounds follow.
No.	SMILES	GPR35 antagonists	GPR55 antagonists	HIV fusion peptide	KOR beta-arrestin-1	HEK293 NOD2/NF-kB	NOD1 inhibition	Myeloid diff MLP	Myeloid diff MLP GFP+ MAC1+ %	GPR55 activation	KOR beta-arrestin-2
9	O=C(Nc1cnccn1)c1cccs1	0%	-1%	-4.7%	0%	-2%	-10%	i	9.1	-0.1%	4.5%
10	O=S(=O)(Nc1nc2ccccc2nc1Cl)c1ccc(Cl)cc1	-9%	-3%	13%	nt	16%	23%	i	0.9	0.1%	1.1%
11	Cc1csc2nc(CNC(=O)c3cccc(C(F)(F)F)c3)cn12	3%	5%	-3.3%	-23%	2%	-15%	i	1.1	-0.1%	-1.7%
12	CCOc1ccccc1OCCCNCc1ccccc1	12%	2%	0.4%	-62%[20 µM]	-3%	-5%	i	0.6	-0.2%	2.2%
13	COc1ccc(CC(=O)Nc2cc(S(=O)(=O)N3CCCCC3)ccc2N2CCN(C)CC2)cc1	4%	3%	-0.9%	-11%	-6%	-42%	i	0.4	-0.2%	8.9%
14	O=C(O)C1CCCN1C(=O)Nc1ccc(Cl)cc1 (stereo unspecified)	2%	3%	1.5%	10%	11%	-28%	i	0.2	-0.1%	0.4%
15	COc1ccc(OC)c(NC(=O)C2CC(/C=C/c3ccccc3)=NO2)c1 (stereo unspecified)	-6%	4%	-2.4%	-15%	-1%	-5%	i	0.3	-0.1%	-1.0%
16	COc1ccc(CNC(=O)CN(c2ccccc2)S(=O)(=O)c2ccccc2[N+](=O)[O-])cc1	10%	7%	0.3%	-16%	25%	-48%	i	0.1	0.3%	0.3%
17	COc1cccc(NC(=O)C2CCC(CNS(=O)(=O)c3cccs3)CC2)c1 (stereo unspecified)	-12%	19%	2.3%	8%	4%	8%	i	0.2	-0.3%	-7.0%
18	COC(=O)c1ccc(CSc2nc(N)cc(N)n2)cc1	-3%	15%	0.3%	18%	-9%	nt	i	1.0	0.1%	-1.7%
19	COc1ccc(S(=O)(=O)N(CC(=O)N2CCN(C)CC2)c2ccc(C)cc2)cc1Br	-12%	-14%	0.4%	14%	-10%	-24%	i	1.2	0.3%	-1.4%
20	CCc1nnc(NC(=O)c2cc(S(=O)(=O)N(C)c3ccc(OC)cc3)ccc2Cl)s1	5%	16%	4.5%	-6%	4%	-30%	i	1.3	-0.1%	-1.3%
21	COc1ccc(/C=N/NC(=O)c2ccc(N(C)S(=O)(=O)c3ccccc3)cc2)cc1	2%	1%	-0.7%	-10%	14%	8%	i	0.5	-0.3%	4.8%
22	O=C(O)CNC(=O)c1ccc(Oc2c(F)c(F)c(Oc3ccc(C(=O)NCC(=O)O)cc3)c(F)c2F)cc1	-6%	14%	17%	-3%	2%	-26%	+	1.9*	-0.2%	3.4%
23	O=C1CCCN1CCC(=O)N1CCCC(Nc2ccc(F)c(F)c2)C1 (stereo unspecified)	3%	21%	1.8%	-11%	0%	-39%	i	0.9	0.3%	-0.8%
24	Cc1ccc(NC(=O)CSc2nc(N)cc(N)n2)cc1S(=O)(=O)N1CCOCC1	31%	-14%	0.7%	-26%	-8%	-3%	i	0.7	0.2%	2.0%
25	O=C(NNC(=O)c1cnccc1C(F)(F)F)c1ccccc1	14%	6%	1.0%	8%	19%	1%	i	0.7	0.2%	4.7%
26	CCOC(=O)C1=C(c2ccccc2)NC(SCC(N)=O)=C(C#N)C1c1cccnc1 (stereo unspecified)	-1%	-4%	-2.6%	-9%	11%	-22%	i	2.3	-0.2%	-0.2%
27	CCOCCCNC(=O)c1cn(C)c2ccc(S(=O)(=O)N(C)C3CCCCC3)cc2c1=O	6%	-4%	0.5%	-14%	-3%	12%	nt	nt	-0.2%	3.6%
28	COC(=O)c1ccc(CN2CCCC(C(=O)c3cc(F)ccc3OC)C2)cc1 (stereo unspecified)	3%	6%	-0.5%	-21%[20 µM]	-6%	-5%	i	0.4	-0.3%	-6.4%
29	Cc1ccc2c(CN3CCCCC3CCO)cc(=O)oc2c1 (stereo unspecified)	15%	8%	3.5%	8%	5%	-6%	i	0.2	0.0%	-8.6%
30	Cc1ccc2[nH]c3nc(N/N=C/c4cccc(O)c4)nnc3c2c1	-10%	-2%	-2.6%	-10%[20 µM]	-72%	-32%	i	0.3	-0.2%	-2.2%
31	COc1cc(-c2nc(-c3ccc(-c4ccccc4)nc3OC)no2)cc(OC)c1OC	19%	-3%	-0.1%	-2%	9%	-37%	nt	nt	-0.4%	1.4%
32	CC(C)C(=O)Nc1c(C(=O)c2ccc(F)cc2)oc2ccccc12	-15%	11%	0.0%	32%	-9%	-7%	i	2.3	-0.1%	-2.4%
33	Fc1ccc(NC(=S)Nc2cccnc2)c(Cl)c1	0%	-2%	1.5%	-5%[20 µM]	1%	-32%	i	0.2	0.2%	-2.3%
34	COc1ccc(-c2noc(=O)n2Cc2cc(C)ccc2C)cc1	1%	0%	-0.3%	-28%[20 µM]	5%	-22%	i	0.7	0.2%	nt
35	COc1ccc(NC(=S)Nc2ccccc2OC)c(OC)c1	4%	-1%	-1.4%	-20%[20 µM]	-12%	28%	i	0.1	-0.1%	1.8%
36	CN(C)c1ccc(C(=O)OCC(=O)NCCNC(=O)COC(=O)c2ccc(N(C)C)cc2)cc1	1%	0%	0.2%	31%	4%	-17%	i	3.3	0.0%	-2.7%
37	O=C(Oc1cccc(Nc2ncnc3ccccc23)c1)c1cccnc1	18%	-8%	-2.5%	-12%[20 µM]	-262%	30%	i	0.1	-0.1%	nt
38	CCOc1ncccc1C(=O)Nc1ccc(Cl)c(S(=O)(=O)N2CCCC2)c1	-5%	13%	-0.6%	5%	11%	-4%	i	1.3	-0.4%	-3.6%
39	CCOc1ccc(-n2c(SCC(N)=O)nnc2-c2ccco2)cc1	0%	-2%	1.4%	-42%[20 µM]	3%	-37%	i	0.7	-0.1%	3.1%
40	CCOC(=O)c1ccc(NC(=O)CN2CCN(CCN=CC3=C(O)CC(C)(C)CC3=O)CC2)cc1	0%	-4%	-0.9%	-39%	10%	-28%	i	1.1	-0.3%	0.4%
41	NS(=O)(=O)c1cccc(-n2cnnn2)c1	4%	14%	0.9%	4%	3%	-1%	i	0.2	-0.1%	0.7%
42	O=C(NCCC1=CCCCC1)C1CCN(S(=O)(=O)N2CCCC2)CC1	-4%	17%	-1.0%	-19%	-13%	-25%	i	0.7	-0.3%	-2.0%
43	O=c1c2cn(Cc3ccc(F)cc3)c3ccccc3c-2nn1Cc1ccc(F)cc1	-2%	-10%	-1.3%	-12%	-5%	0%	i	0.6	0.6%	4.2%
44	COc1ccc(-n2c(C)cc(/C=C3\C(=N)N4N=C(CC(=O)N5CCOCC5)SC4=NC3=O)c2C)cc1	-12%	-17%	20%	-12%	29%	6%	i	1.3	0.2%	2.3%
45	O=C(N/N=C/c1coc2ccccc2c1=O)c1ccncc1	-5%	25%	-0.9%	16%	-7%	-6%	nt	nt	0.6%	5.6%
46	Cc1ccc(CCN2CC(C(=O)NCCCN3CCN(C)CC3)CC2=O)cc1 (stereo unspecified)	1%	6%	-1.4%	-18%	10%	-8%	i	1.6	-0.1%	-1.1%
47	COc1ccc(OCc2cc(C(=O)NCCN3CCCC(O)C3)no2)c(Cl)c1 (stereo unspecified)	7%	14%	1.9%	19%	1%	-43%	i	0.1	0.0%	-6.9%
48	Cc1ccc(S(=O)(=O)N(CC(=O)N2CCC(C)CC2)c2ccccc2)cc1	10%	12%	-0.7%	-3%[20 µM]	7%	-5%	i	0.1	0.0%	nt
49	CCCCNc1cc(C)nc(N2CCOCC2)n1	10%	0%	-2.5%	-27%	0%	15%	i	0.4	-0.1%	-6.1%
50	CCOC(=O)c1cc(-c2ccc(C#N)cc2)nc2c1c(C)nn2CCC#N	8%	8%	-0.7%	13%	3%	-15%	i	0.9	0.0%	1.8%
51	CCN=C1SC(C(=O)NCCc2ccccc2)CC(=O)N1CC (stereo unspecified)	4%	-4%	-5.2%	3%	26%	15%	i	1.5	0.0%	-8.8%
52	CC1(C)c2ccccc2-n2c1cc1oc(=O)cc(O)c1c2=O	-3%	-16%	-0.4%	-18%	14%	-4%	i	0.9	0.3%	7.0%
53	CCN(c1ccccc1)S(=O)(=O)c1ccc(C(=O)Nc2nnc(COC)o2)cc1	8%	16%	75%	-6%	17%	4%	i	0.3	0.6%	2.8%
54	Cc1cc(C)cc(N(CC(=O)NC2CCC(C)CC2)S(=O)(=O)c2c(C)[nH]c(=O)[nH]c2=O)c1 (stereo unspecified)	11%	7%	0.4%	5%	6%	-5%	i	0.6	-0.1%	-0.5%
